GPR35 antagonists: GPR35 antagonists blocking zaprinast-driven arrestin recruitment, primary screen, imaging, U2OS, beta-arrestin-GFP, zaprinast agonist (AID 2058) | hit rate 0.052% among 290,000 | U2OS GPR35 beta-arrestin-GFP translocation imaging, zaprinast antagonism; higher % means a stronger effect | inhibition, % at 10 µM; hits with a dose series show IC50 in µM;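 active = inhibition of at least 50% with at least 30 cells and total cytoplasm GFP at most 10,000,000; inconclusive = under 30 cells or total GFP of 10,000,000 plus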
HIV peptide binding: cell-free HIV fusion peptide-binding blockers – biochemical, uHTS, fluorescence dequenching, primary screen (AID 1986). cell-free peptide binding, fluorescence dequenching, 30 min; higher % means a stronger effect. inhibition, % at 20 µM, or IC50 in µM where a hit was titrated. hit rate 0.3% among 290,000; in the data active = inhibition mostly above about 52%, no sharp cut-off; inactive = mostly below about 76%; note: some results filed as inactive read as strong as hits
KOR beta-arrestin-1: kappa opioid receptor blockers – cell-based, luminescence, uHTS (AID 1778) | one-dose inhibition, % at 10 µM; IC50 in µM for titrated hits | hit rate 0.091% among 290,000 | KOR beta-arrestin recruitment, luminescence, antagonist mode; higher % means a stronger effect; in the data active = inhibition above about 50%; note: strong numbers were not always called active
Dengue-2 NS5 capping: Dengue-2 NS5 methyltransferase inhibitors, primary screen, biochemical, confirmation dose response (AID 588689) | hit rate 0.3% among 340,000 | Dengue-2 NS5 methyltransferase capping enzyme assay, biochemical; higher % means a stronger effect | one-dose inhibition, % at 25 µM; IC50 in µM for titrated hits; in the data active = a potency from the dose series; inconclusive = inhibition above about 29% without an active follow-up result
GPR55 LPI antagonism: inhibition of LPI-stimulated GPR55 beta-arrestin translocation – imaging, U2OS, beta-arrestin-GFP, LPI agonist, primary screen (AID 2013); one-dose inhibition, % at 10 µM; IC50 in µM for titrated hits; hit rate 0.13% among 290,000; U2OS GPR55 beta-arrestin-GFP translocation imaging, LPI antagonism; higher % means a stronger effect;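 active = spots per cell inhibited over 60%, with over 100 cells counted and total cytoplasm intensity under 500,000; inconclusive = wells with under 100 cells, flagged as likely toxic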;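 note: U2OS cells stably carrying GPR55 and arrestin-GFP stimulated by 5 µM LPI near EC80; imaged beta-arrestin-GFP aggregate spots per cell after agonist stimulation; plate controls were LPI-stimulated DMSO wells for no effect and DMSO wells without LPI for full effect; some results filed as inactive read as strong as hits; confirmed hits need IC50 under 10 µM and bright autofluorescent wells are also inconclusive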
KOR beta-arrestin-2: kappa opioid receptor activators – cell-based, luminescence, uHTS, primary screen (AID 1777); KOR beta-arrestin recruitment, luminescence; higher % means a stronger effect; one-dose activation, % at 10 µM; EC50 in µM for titrated hits; hit rate 0.02% among 280,000; in the data active = activation above about 50%, passing the limit was not always enough; note: a part of the inactive calls stands beside numbers as strong as those of hits
GPR55 activation: selective activators of receptor GPR55 – imaging, U2OS cells, beta-arrestin-GFP redistribution, primary screen (AID 1961); hit rate 0.048% among 290,000; activation, % at 10 µM, or EC50 in µM where a hit was titrated; U2OS GPR55 beta-arrestin-GFP redistribution imaging; higher % means a stronger effect;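 active = activation above 40% with more than 50 cells counted in the well; inconclusive = wells holding fewer than 50 cells, flagged as toxic or sparse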;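 note: U2OS osteosarcoma cells stably expressing GPR55 and beta-arrestin-GFP; plate controls were DMSO negative control for no effect and LPI positive control for full effect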
West Nile virus CPE: inhibition of WNV-induced cytopathic effect – cell-based, CPE readout (AID 1621) | West Nile virus-infected cells, CPE inhibition; higher % means a stronger effect | one-dose CPE inhibition, % at 10 µM; IC50 in µM for titrated hits | hit rate 0.02% among 290,000; in the data active = a potency from the dose series; inconclusive = CPE inhibition mostly from about 3.7% at the one dose, without a potency; inactive = the rest, 99 in 100 with CPE inhibition below about 2.2%; note: strong numbers were not always called active
NOD1 NF-kB reporter: inhibition of NOD1-driven NF-kB reporter – cell-based, luminescence, uHTS, primary screen (AID 1578); NOD1-driven NF-kB luciferase reporter cells, luminescence; higher % means a stronger effect; inhibition, % at 4 µM; hits with a dose series show EC50 in µM; hit rate 1% among 290,000; in the data active = inhibition mostly above about 36%, no sharp cut-off; inactive = mostly below about 34%;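 note: HEK-293T reporter cells stimulated with the NOD1 agonist gamma-tri-DAP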
Dengue-2 NS5 capping pilot replicate: second read-out of Dengue-2 NS5 capping, no call of its own (marks repeat the call); inhibition, %; measured here: pilot screen replicate inhibition
The depositor's hits bear a star; ? = inconclusive; . = not tested or not shown; [ ] = dose if it differs, or a comment.

SMILES	GPR35 antagonists	HIV peptide binding	KOR beta-arrestin-1	Dengue-2 NS5 capping	GPR55 LPI antagonism	KOR beta-arrestin-2	GPR55 activation	West Nile virus CPE	NOD1 NF-kB reporter	others
COc1ccc(-c2ccc(SCc3ccccn3)nn2)cc1OC	-10.8%	0.6%	-5.0%	-7.1%	2.7%	-4.3%	-0.4%	0.6%	-15.2%
O=[N+]([O-])c1cccc(/C=C/c2nc3ccc([N+](=O)[O-])cc3[nH]2)c1	1.4%	-3.0%	3.5%	-3.5%	24.0%	1.1%	-0.2%	2.2%	.
Cc1nn(-c2cc(N3CCCCC3)ccc2[N+](=O)[O-])c(=O)c2ccccc12	-6.1%	-3.3%	20.7%	-7.0%	-0.8%	1.5%	-0.3%	-0.1%	8.0%
COc1cccc(C=O)c1OCCN1C(=O)c2ccccc2C1=O	6.6%	2.3%	-29.9%[20 µM]	-2.7%	10.0%	-0.1%	0.3%	-0.3%	-39.1%
CCn1c(SCC(=O)NC(=O)c2ccccc2OC)nc2ccccc21	12.7%	-2.7%	-13.0%	-8.5%	-10.1%	3.1%	-0.1%	0.0%	-0.3%
O=C1C2C(C(=O)N1/N=C/c1cc([N+](=O)[O-])c(O)cc1O)C1C=CC2C12CC2 (centres undefined)	19.3%	14.9%	19.9%	6.3%	1.1%	-3.0%	0.7%	0.6%	-29.7%
Cc1ccc(-c2nc(NC(=O)CSc3cc(C)c4ccccc4n3)ns2)cc1	-13.3%	-2.8%	14.1%	-2.9%	-1.9%	6.4%	-0.3%	1.6%	-10.4%
C=CCNC(=O)COc1c(C)ccc(C)c1C	-12.8%	-1.1%	0.6%	-2.3%	11.2%	-2.0%	0.2%	-0.5%	-30.7%
O=C1Nc2cc(C(=O)NCCCN3CCCC3)ccc2S/C1=C\c1ccccc1	-9.9%	-0.3%	-30.1%	-0.9%	9.0%	-0.2%	-0.3%	-1.6%	-6.9%
NNC(=S)NC1CCCCCCCCCCC1	13.3%	-0.9%	8.9%	6.2%	-10.5%	3.8%	-0.3%	-1.3%	0.1%
CC(C)(C)NC(=O)COC(=O)c1cncc(Br)c1	9.5%	2.6%	1.2%	0.7%	13.6%	3.6%	0.0%	-0.1%	-4.3%
CCOP(=O)(c1ccccc1)c1nc(-c2ccccc2C)oc1N1CCCCC1 (centres undefined)	-8.5%	-0.3%	6.9%	.	-3.8%	0.4%	0.0%	0.0%	-17.2%
CC(=O)c1cccc(NC(=O)c2ccc(S(=O)(=O)N3CCCCC3)cc2)c1	-16.7%	0.7%	18.2%	-8.1%	8.0%	1.3%	-0.2%	0.2%	-5.6%
O=C(O)CSc1c2ccccc2cc2ccccc12	-1.4%	4.5%	-38.5%[20 µM]	5.9%	3.7%	0.7%	-0.3%	0.4%	-9.6%
CCOC(=O)N1CCN(Cc2cc(=O)oc3ccc(Cl)cc23)CC1	0.6%	1.5%	-11.3%	0.3%	8.8%	-4.8%	0.3%	0.2%	-1.3%
COc1ccc(C)cc1N/C(N)=N/c1nc(C)cc(C)n1	-6.0%	-0.8%	-14.6%	-5.5%	5.4%	8.4%	2.1%	-1.6%	6.0%
Cc1cc(C)c2ccc(N)nc2c1O	2.4%	-2.9%	35.9%	-8.0%	25.8%	-9.0%	-0.1%	?	29.1%
COc1cc(C(=O)NCC(=O)OCc2ccccc2Cl)cc(OC)c1OC	14.3%	-0.7%	4.3%	-3.1%	10.0%	-0.6%	-0.2%	0.5%	25.8%
O=C(COc1ccccc1[N+](=O)[O-])NNC(=O)Nc1cccc2ccccc12	9.7%	0.5%	-25.5%[20 µM]	-12.7%	-7.2%	-3.2%	0.2%	-0.4%	-6.6%
COc1ccc(NC(=O)COc2nsnc2N2CCCCC2)cc1	2.0%	0.0%	9.1%	0.8%	-3.3%	-3.9%	0.0%	-0.6%	13.4%
Cc1ccnc(NC(=O)CCC(=O)N(CC(=O)NCc2ccc(F)cc2)c2cccc(F)c2)c1	-9.4%	-0.1%	-2.5%	-9.1%	6.2%	-3.6%	-0.3%	-0.2%	-25.5%
Cc1[nH]n(-c2cccc(Cl)c2)c(=O)c1C=NCC(C)C	2.1%	-0.3%	6.4%	-6.0%	-2.6%	0.3%	-0.2%	-0.5%	-48.0%
O=C(CCCN1CCOC(c2ccccc2)C1)c1ccc(F)cc1 (centres undefined)	6.2%	-0.7%	14.7%	1.3%	14.5%	0.2%	-0.2%	-1.0%	-1.5%	Dengue-2 NS5 capping pilot replicate=6.7
CCC(=O)NC(=S)Nc1ccc(NC(=O)CC)cc1	0.4%	0.2%	-31.7%	-3.0%	2.9%	15.9%	-0.3%	-0.1%	-22.8%
CN(C(=O)c1ccc(COc2ccccc2Cl)o1)c1ccccc1	21.2%	0.2%	-0.9%	-9.1%	3.0%	-6.2%	1.4%	-1.4%	-11.8%
CCOC(=O)c1c(C)[nH]c(C)c1C(=O)CSc1nncs1	-2.5%	-0.5%	17.9%	-5.7%	21.5%	-7.8%	-0.1%	0.0%	-11.1%
C=CCNC(=O)/C(=C/c1ccc(Br)cc1)NC(=O)c1ccccc1OC	-9.6%	3.4%	26.6%	-0.7%	13.2%	-5.6%	-1.0%	-0.7%	-8.0%
COc1cc(OC)nc(NC(=O)CN2CCN(c3ccc(F)cc3)CC2)n1	-2.7%	-1.0%	37.3%	-4.0%	12.4%	-3.3%	-0.1%	-0.9%	-19.1%
COc1ccc2c(c1)c1nnc(SCC(=O)N3CCCCC3C)nc1n2C (centres undefined)	-10.1%	0.9%	-9.6%	-8.1%	-5.8%	6.5%	-0.2%	0.2%	-33.1%
N#CCSc1nnc(-c2ccccc2O)n1CCc1ccccc1	-4.5%	-2.0%	-1.5%	14.9%	20.4%	-1.2%	-0.1%	-0.4%	1.8%
Cc1cccc(C(=O)NC(=S)N2CCN(c3ccc([N+](=O)[O-])cc3)CC2)c1	13.1%	1.0%	-3.8%	-9.1%	5.4%	-0.8%	0.2%	-1.2%	-24.2%
CCOCCCNC(=O)/C(C#N)=C/c1ccc(C)o1	-7.5%	-0.3%	27.3%	18.5%	-11.7%	-3.1%	-0.2%	0.8%	-15.7%
N#C/C(=C\C1CC2C=CC1C2)c1nc2ccccc2[nH]1 (centres undefined)	3.6%	0.3%	7.6%	6.9%	6.6%	-2.7%	0.0%	-0.4%	20.6%	Dengue-2 NS5 capping pilot replicate=13.3
CCN(CC(=O)NC(C)(C)C)C(=O)CN1c2cccc3cccc(c23)S1(=O)=O	-12.7%	1.9%	-2.7%	-3.9%	-4.0%	-2.5%	0.4%	-0.6%	-14.5%
CCOC(=O)N1CCN(C(=O)CSc2nc3c(cnn3-c3ccccc3)c(=O)[nH]2)CC1	4.6%	-1.2%	-12.5%	-1.4%	9.3%	-8.1%	-0.1%	0.1%	9.8%
CCCCN(C(=O)CSc1nnnn1C)c1c(N)n(Cc2ccccc2)c(=O)[nH]c1=O	1.6%	-2.0%	0.7%	4.0%	-5.3%	-0.3%	-0.2%	0.2%	-7.1%
COc1ccc(C(=O)COC(=O)C(C)N2C(=O)C3C4CCC(C4)C3C2=O)cc1 (centres undefined)	10.1%	-1.3%	-12.9%	0.0%	6.6%	-4.6%	-0.2%	0.5%	-20.1%
Cc1cccc(NC(=O)CCOc2ccccc2)c1	-6.5%	-3.2%	17.8%	1.4%	-4.5%	-6.5%	-0.1%	0.1%	-26.6%
CCOC(=O)c1c(C)n(-c2ccc(C)cc2)c2ccc(OCC(O)CNCC3CCCO3)cc12 (centres undefined)	10.1%	-0.6%	-45.2%	-4.8%	13.5%	-1.7%	-0.1%	2.2%	-3.8%
CCCS/C(N)=N/N=C/c1cc(C)ccc1O	14.1%	0.1%	0.9%	5.4%	-2.6%	1.2%	-0.1%	-0.1%	-69.8%
Cc1ccc([N+](=O)[O-])c(OCCCN2C(=O)NC(C)(C)C2=O)c1	-11.0%	-0.2%	-23.8%	-10.1%	20.6%	-4.1%	0.2%	0.1%	-39.3%
CCN(CC(=O)Nc1ccccc1C(F)(F)F)C(=O)CCc1c(C)[nH]c(=O)c(C#N)c1C	6.6%	0.3%	13.5%	1.6%	0.7%	-0.9%	-0.1%	-0.5%	-1.3%
CC(C)c1ccc(/C=N/Nc2ccc(C(=O)O)cc2)cc1	-20.1%	32.4%	.	16.2%	5.9%	-0.4%	0.0%	0.6%	64.4%*
CSCC[C@H](NC(=O)NCc1ccccc1F)C(=O)O	12.7%	2.0%	-2.8%	-4.4%	14.4%	-4.1%	-0.1%	-0.3%	-7.1%
c1ccc(COCC2CCNCC2)cc1	13.4%	-0.1%	-74.5%[20 µM]	4.1%	6.2%	1.8%	0.9%	0.1%	-3.4%
CC(=O)c1cnc2nc(SCc3ccc(C)cc3)nn2c1C	5.3%	1.1%	3.6%[20 µM]	2.3%	-22.5%	-1.2%	-0.2%	-0.9%	-13.1%
O=C(O)/C=C/C(=O)Nc1cc(F)ccc1F	-8.4%	1.4%	-34.7%	-6.9%	-4.1%	5.9%	0.0%	0.8%	-15.4%
Cc1ccc(S(=O)(=O)N(CC(O)CN2C(=O)NC(C)(C)C2=O)c2cccc(C)c2)cc1 (centres undefined)	-1.4%	-0.7%	22.5%	-3.2%	-8.8%	-1.1%	-0.2%	-0.1%	6.7%
O=C(CNS(=O)(=O)c1ccccc1)OCc1cccc([N+](=O)[O-])c1	2.0%	-3.8%	0.6%	-5.9%	-10.4%	17.9%	0.0%	-0.5%	27.0%
COc1ccc(NC(=O)/C=C/c2ccccc2)cn1	-10.0%	9.9%	26.8%	-7.1%	16.6%	4.1%	-0.3%	-0.3%	-43.3%
O=C(NCc1ccccn1)c1coc(=O)c(Br)c1	-25.6%	0.9%	29.0%	-1.1%	11.4%	0.2%	-0.2%	0.5%	-18.8%
COC(=O)c1nn(-c2ccccc2)c(Sc2ccc(Br)cc2)c1/C=N/O	-10.9%	-1.3%	11.0%	4.3%	0.0%	1.4%	-0.3%	-0.5%	7.8%

Entries from the list above that have a furan ring, fused or not:
SMILES	GPR35 antagonists	HIV peptide binding	KOR beta-arrestin-1	Dengue-2 NS5 capping	GPR55 LPI antagonism	KOR beta-arrestin-2	GPR55 activation	West Nile virus CPE	NOD1 NF-kB reporter	others
CN(C(=O)c1ccc(COc2ccccc2Cl)o1)c1ccccc1	21.2%	0.2%	-0.9%	-9.1%	3.0%	-6.2%	1.4%	-1.4%	-11.8%
CCOCCCNC(=O)/C(C#N)=C/c1ccc(C)o1	-7.5%	-0.3%	27.3%	18.5%	-11.7%	-3.1%	-0.2%	0.8%	-15.7%

Some of the compounds tested; count on the stated rates, not on these rows.
